# bIAP inhibitor: intestinal alkaline phosphatase (bovine) inhibition; purified bovine IAP, CDP-star luminescence, 30 min; inhibition, % at 20 µM; 190,000 tested, under 10 active;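 active = over 50% inhibition of intestinal alkaline phosphatase at 20 µM in the single-dose screen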
#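 test system = bovine IAP enzyme | medium = DEA buffer 100 mM, pH 9.8, with MgCl2 1.0 mM, ZnCl2 0.02 mM | detection = luminescence | dosing = single compound dose of 20 µM, 2% DMSO final | incubation = 30 min reaction at room temperature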
# STAT3 inh: inhibitors of IL-6 induced STAT3 signaling; 190,000 tested, 0.89% active; AID 862; U3A cells, IL-6 STAT3-luciferase reporter, luminescence; host cell line lacks STAT1; inhibition, % at 5.5 µM;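 active = inhibition above the mean inhibition across all screened compounds plus 3 SD, cut at about 44% in these data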;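 also: 0% = DMSO only wells and 100% = 100 µM nifuroxazide control wells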
# STAT1 inh: reduces IFN-gamma driven STAT1 reporter signal. NIH 3T3 STAT1-luciferase reporter, luminescence. inhibition, % at 5.5 µM. 200,000 tested, 0.35% active;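 active = inhibition above a set limit, the mean inhibition across all tested compounds plus 3 SD, cut at about 34% in these data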;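 also: 0% = IFN-gamma with DMSO and 100% = IFN-gamma with 300 µM nifuroxazide; values of inactives mirror those of a sister screen read the other way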
# PPARg SRC-3 ag: promotes SRC-3 coactivator recruitment by human PPARgamma; P37231; biochemical PPARgamma/SRC-3 coactivator recruitment assay; activation, % at 8 µM; 200,000 tested, 0.26% active; in the data active = activation above about 23%;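 also: 0% = DMSO and 100% = reference agonist; some compounds past the cut are filed as inactive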
# Target sequence (P37231 whole entry, looked up): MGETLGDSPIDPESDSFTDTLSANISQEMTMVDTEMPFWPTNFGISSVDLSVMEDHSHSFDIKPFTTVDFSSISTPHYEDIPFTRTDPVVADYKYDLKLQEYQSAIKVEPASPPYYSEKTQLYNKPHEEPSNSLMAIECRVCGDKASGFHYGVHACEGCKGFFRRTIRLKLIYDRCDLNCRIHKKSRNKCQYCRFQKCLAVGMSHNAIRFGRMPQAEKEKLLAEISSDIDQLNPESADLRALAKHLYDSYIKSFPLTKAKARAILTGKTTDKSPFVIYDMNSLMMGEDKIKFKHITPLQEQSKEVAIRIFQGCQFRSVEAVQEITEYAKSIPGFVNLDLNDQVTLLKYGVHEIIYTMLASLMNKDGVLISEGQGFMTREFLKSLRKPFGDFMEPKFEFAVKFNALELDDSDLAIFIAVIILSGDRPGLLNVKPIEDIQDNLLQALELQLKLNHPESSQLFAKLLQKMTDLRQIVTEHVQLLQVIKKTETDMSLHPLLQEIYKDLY
# PPARg SRC-2 ag: promotes SRC-2 coactivator recruitment by human PPARgamma; activation, % at 8 µM; P37231; PPARgamma LBD-SRC-2 recruitment, biochemical; 200,000 tested, 0.34% active; AID 1032; in the data active = activation above about 22%;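 also: 0% = vehicle and 100% = reference agonist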
# STAT3 act: activators of IL-6 induced STAT3 signaling. AID 871. U3A cells, IL-6 STAT3-luciferase reporter, luminescence; 100% = signal with IL-6 EC80 alone. activation (% of control), % at 5.6 µM. 190,000 tested, 0.91% active;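 active = activation above the screen-wide mean of compound activation plus 3 SD, cut at about 130% in these data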;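 also: 0% = background luminescence of wells with medium and substrate only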
#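 Test system: Human STAT1-deficient U3A cells with stable STAT3-luciferase reporter | Also added: Interleukin-6, 33 ng/mL | Timing: Compound pre-incubation 1 h before IL-6, then 6 h stimulation at 37 °C | Technique: Luciferase reporter luminescence | Read-out: Percent of IL-6-only median luminescence | Benchmarks: IL-6-only wells as 100% reference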
# TNAP act hiacc: activators of human TNAP at high phosphate acceptor concentration; purified TNAP, CDP-star luminescence, 1 M DEA, 30 min; stronger effect = higher value; 0 = EDTA background, 1 = DMSO-only activity; AID 1136; P05186; activation factor at 20 µM; 200,000 tested, under 10 active;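 active = activation factor at least 2 at 20 µM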
#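 Control set: EDTA negative control, DMSO positive control / Assay system: human TNAP / Quantity: TNAP 1/800 final / Evaluation: TNAP activation factor scaled between EDTA and DMSO control wells / Measured by: luminescent substrate turnover signal / Compound dosing: one dose, 20 µM / Times: 30 min enzyme reaction at room temperature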
# bIAP act: intestinal alkaline phosphatase (bovine) activation; activation factor at 20 µM; 200,000 tested, 0.17% active; AID 1016; purified bovine IAP, CDP-star luminescence, 30 min; stronger effect = higher value; fold of DMSO-control signal, blank-subtracted;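 active = activation factor of 2 or more at 20 µM, a signal rise over negative controls twice the positive control's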
# SRC2 TRFRET art: counter-screen for PPARgamma SRC-2 recruitment agonists: TR-FRET artefact; stronger effect = higher value; TR-FRET ratio at 8 µM; 200,000 tested, 0.4% active; in the data active = TR-FRET ratio above about 2000; also: inactives centre near 1500
# ROMK mod: modulates human ROMK potassium channel activity. B-score at 10 µM. AID 1918. Tet-inducible ROMK, thallium flux fluorescence; actives lie on both sides. P48048. 130,000 tested, 2% active;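 active = signal ratio slope over the read window, or its plate-corrected B-score, at least 3 SD from the plate mean, either direction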;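 also: B-score of the F/F0 ratio slope over 7 to 12 s after thallium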
# Target sequence (P48048 whole entry, looked up): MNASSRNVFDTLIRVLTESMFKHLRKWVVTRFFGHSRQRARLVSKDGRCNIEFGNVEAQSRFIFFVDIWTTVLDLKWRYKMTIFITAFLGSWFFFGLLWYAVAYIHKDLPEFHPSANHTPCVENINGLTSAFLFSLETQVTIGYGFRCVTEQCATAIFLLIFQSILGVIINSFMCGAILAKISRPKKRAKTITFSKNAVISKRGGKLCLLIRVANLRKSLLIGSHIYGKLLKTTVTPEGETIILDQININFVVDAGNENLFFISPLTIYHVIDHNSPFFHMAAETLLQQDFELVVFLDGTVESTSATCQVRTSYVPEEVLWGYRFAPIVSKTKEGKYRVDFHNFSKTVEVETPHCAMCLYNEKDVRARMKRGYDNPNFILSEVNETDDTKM
# PPARg SRC-1 ag: PPARgamma-driven SRC-1 recruitment agonism | AID 631 | activation, % at 8 µM | PPARgamma-SRC-1 coactivator recruitment biochemical assay | 200,000 tested, 0.41% active; in the data active = activation above about 19%;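 also: 0% = DMSO and 100% = reference agonist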
# Numbers without * were called inactive; x = no result given.
# Start of the listing, in advance:
item	compound	bIAP inhibitor	STAT3 inh	STAT1 inh	PPARg SRC-3 ag	PPARg SRC-2 ag	STAT3 act	TNAP act hiacc	bIAP act	SRC2 TRFRET art	ROMK mod	PPARg SRC-1 ag
1	COCc1cc(=O)n2[nH]c(-c3ccccc3)cc2n1	0	-5	-13	-1	0	109	1.1	1	1459	x	-4
2	O=c1[nH]cc(C(F)(F)F)cc1NS(=O)(=O)c1ccccc1[N+](=O)[O-]	-22	7	4	7	7	98	1	1.2	1632	0.084	2
3	O=C(Nc1ccccc1NC(=O)c1ccco1)c1ccco1	-5	1	-7	2	2	104	1	1.1	1410	x	0
4	CCOc1cc2[nH]c(=S)n(CCCN(CC)CC)c(=O)c2cc1OCC	8	-5	-5	0	13	106	1	0.9	1606	x	4
5	COc1cccc(-n2c(SCC(=O)N3CCOCC3)nc3c([nH]c4ccccc43)c2=O)c1	x	-27	4	-12	-9	126	x	x	1473	-0.032	-1
6	CCN(/N=C/c1ccc(N(C)C)cc1)c1nc2ccccc2[nH]1	10	2	2	17	23*	97	1	0.9	1748	-0.048	5
7	O=S(=O)(c1cccc(S(=O)(=O)N2CCC(N3CCCCC3)CC2)c1)N1CCOCC1	3	0	-3	1	2	103	1	1	1340	x	-1

# Results, repeating the preview:
item	compound	bIAP inhibitor	STAT3 inh	STAT1 inh	PPARg SRC-3 ag	PPARg SRC-2 ag	STAT3 act	TNAP act hiacc	bIAP act	SRC2 TRFRET art	ROMK mod	PPARg SRC-1 ag
1	COCc1cc(=O)n2[nH]c(-c3ccccc3)cc2n1	0	-5	-13	-1	0	109	1.1	1	1459	x	-4
2	O=c1[nH]cc(C(F)(F)F)cc1NS(=O)(=O)c1ccccc1[N+](=O)[O-]	-22	7	4	7	7	98	1	1.2	1632	0.084	2
3	O=C(Nc1ccccc1NC(=O)c1ccco1)c1ccco1	-5	1	-7	2	2	104	1	1.1	1410	x	0
4	CCOc1cc2[nH]c(=S)n(CCCN(CC)CC)c(=O)c2cc1OCC	8	-5	-5	0	13	106	1	0.9	1606	x	4
5	COc1cccc(-n2c(SCC(=O)N3CCOCC3)nc3c([nH]c4ccccc43)c2=O)c1	x	-27	4	-12	-9	126	x	x	1473	-0.032	-1
6	CCN(/N=C/c1ccc(N(C)C)cc1)c1nc2ccccc2[nH]1	10	2	2	17	23*	97	1	0.9	1748	-0.048	5
7	O=S(=O)(c1cccc(S(=O)(=O)N2CCC(N3CCCCC3)CC2)c1)N1CCOCC1	3	0	-3	1	2	103	1	1	1340	x	-1
8	O=C(O)C1CCCCN1S(=O)(=O)c1cccc2nsnc12 (centres undefined)	14	11	8	-5	10	87	1	0.9	1709	0.67	8
9	Cc1ccc2nc(Cl)c(/C=N/n3c(C)nnc3C)cc2c1	-32	13	-7	-2	1	92	1	1.3	1433	0.14	-8
10	CCCc1[nH]nc2c1C(c1ccc(OC)c(Cn3nnc4ccccc43)c1)C(C#N)=C(N)O2 (centres undefined)	-16	-4	2	1	-3	108	1	1.2	1579	x	-2
11	O=C(/C=C/c1cccs1)NC(=S)NNC(=O)c1ccccc1O	-34	16	1	-1	0	88	1	1.3	1543	3.1*	3
12	CCCN(Cc1nc(-c2ccc(Cl)cc2)no1)CC1CCCO1 (centres undefined)	7	11	4	7	2	94	1	0.9	1292	0.82	1
13	Brc1ccc(-c2nnc3ccc(N4CCN(c5ccccc5)CC4)nn23)cc1	9	-15	-7	3	3	113	1.1	0.9	1538	-0.19	11
14	Cc1nc2cc(NS(=O)(=O)c3ccccc3)ccc2n1C	-19	5	6	-2	6	98	1.1	1.2	1446	-0.38	2
15	CCCCCCCCNC(=O)/C(C#N)=C/c1ccc2c(c1)OCCO2	-1	4	6	3	6	94	1	1	1338	x	-6
16	CCCCCCCCNc1nc(Cl)nc(NCCN2CCOCC2)n1	-1	7	1	-1	-3	99	1	1	1797	0.14	-5
17	CSc1ccc(/C=N/NC(=O)c2cc(O)cc(O)c2)cc1	11	4	-8	2	-5	99	1	0.9	1527	0.083	-10
18	CC(=O)c1ccc(NC(=O)Nc2ccc(NS(=O)(=O)c3ccc(C)cc3)cc2)cc1	4	23	17	9	4	82	1.1	1	1481	x	-1
19	Cc1nc2cc(C(F)(F)F)ccc2n1C1CCN(CC(=O)N2CCOCC2)CC1	6	10	-1	4	2	96	1.1	0.9	1577	x	-2
20	CC(=C/c1ccccc1)/C=N/NC(=O)CSc1nc(C)cc(C)n1	2	-12	4	-4	4	106	1	1	1693	x	10
21	COc1ccc(NC(=O)C2=C(C)NC(=O)NC2c2cccs2)c(OC)c1 (centres undefined)	5	0	-2	0	0	102	1	1	1718	0.66	-2
22	Cc1[nH]c(=O)[nH]c(=O)c1S(=O)(=O)Nc1ccc(Oc2ccccc2)cc1	-15	0	8	2	9	99	1.1	1.1	1700	x	2
23	OCCOCCn1c2ccccc2c2ccccc21	-14	2	4	-6	3	104	1	1.1	1429	x	2
24	O=C(N/N=C\c1ccccn1)C1COc2cc3ccccc3cc2O1 (centres undefined)	-10	18	5	-5	-5	94	1.1	1.1	1456	x	-6
25	COc1cccc(C(=O)Nc2cccc(OC(C)=O)c2)c1	-4	34	-6	-12	0	74	1	1	1414	x	5
26	COc1cc(Cl)c(C)cc1NC(=O)CNC(C)c1ccccc1OC (centres undefined)	14	8	4	1	-9	97	1.1	0.9	1545	-4*	-3
27	COc1cccc(N2CCN(C(=O)c3cccn4c(=O)c5c(C)c(C)sc5nc34)CC2)c1	7	7	-12	3	8	99	1	0.9	1495	-1	1
28	CCCOC(=O)c1sc2nc3c(cc2c1N)C(=O)CCC3	9	9	-19	-11	-3	96	1	0.9	1479	0.068	-6
29	CCO/C(=C/c1sc2ccc(OC)cc2[n+]1CCCS(=O)(=O)[O-])CC	23	1	-5	11	6	103	1.1	0.8	1527	0.66	1
30	O=C(N/N=C/C=C/c1ccc([N+](=O)[O-])cc1)c1cccs1	29	5	-10	1	-1	102	0.9	0.7	1740	-0.22	2
31	Cc1occc1C(=O)Nc1ccc2ccccc2c1	20	-5	-62	0	-3	106	1	0.8	1477	x	2
32	CN(C)/C=C1\SC(=S)N(N2C(=O)C3C4C=CC(C4)C3C2=O)C1=O (centres undefined)	-11	3	-2	-3	0	100	1	1.1	1576	-0.65	-6
33	Cc1ccc(Nc2nc(C(=O)NCCCN3CCOCC3)cs2)cc1	-5	4	5	7	6	99	1.1	1.1	1679	0.62	6
34	COC(=O)Cn1cnc2sc3c(c2c1=O)CCCC3	-5	-3	-3	-1	-8	104	1	1.1	1361	-0.0087	-2
35	C=CCNCCOCCOc1ccc(C)cc1Br	5	10	-8	1	-7	94	1	1	1419	-1.2	4
36	N#CCSc1nnc(-c2cccnc2)n1-c1ccccc1	-4	0	-4	-3	-1	105	1.1	1	1723	x	10
37	CCN(CC(=O)Nc1ccc2c(c1)OCCO2)C(=O)/C=C/c1ccccc1	-4	-12	-11	-1	-5	111	1	1	1557	0.75	-1
38	CC(=O)N1CCN(S(=O)(=O)c2cccc(C(=O)Nc3ccccc3N3CCOCC3)c2)CC1	-16	-4	3	-1	-3	104	1.1	1.2	1456	-1.3	-7
39	Cc1ccc(C)n1NC(=O)c1ccc(Cl)cc1Cl	-6	-1	4	14	2	103	1	1.1	1532	-0.55	-2
40	Cc1ccc2c(Cl)cc(Cl)c(OCC(=O)NC3CCS(=O)(=O)C3)c2n1 (centres undefined)	-7	5	5	0	2	97	1	1.1	1590	x	-1
41	NC(=O)CSc1nc(C2CC2)nc2sc3c(c12)CCCC3	-2	-13	-56	2	5	114	1.1	1	1609	x	6
42	CC(=O)N1CCc2ccc(S(=O)(=O)N3CCN(C)CC3)cc21	1	1	-4	2	1	97	1	1	1505	0.51	2
43	CNC(=O)C1CC(=O)N(Cc2ccccc2)C(=Nc2ccc(OC)cc2)S1 (centres undefined)	8	9	7	-4	-4	99	1	0.9	1396	0.16	-7
44	COc1ccc(CCN2C(=O)c3[nH]nc(-c4ccccc4O)c3C2c2cccc(O)c2)cc1OC (centres undefined)	-42	14	-1	-3	3	95	1	1.4	1525	-0.095	8
45	Cc1cc(C)c(C#N)c(N2CCSCC2)n1	2	-7	1	12	-3	110	1	1	1479	-0.29	-7
46	COCCN1C(=O)C(=O)/C(=C(/O)c2ccc(S(=O)(=O)N3CCOCC3)cc2)C1c1ccc(C(C)C)cc1 (centres undefined)	8	3	-4	12	-5	106	1	0.9	1604	x	2
47	Cc1ccc(C)c(C(=O)CCC(=O)NCc2ccc(Cl)cc2)c1	0	5	-1	5	3	100	1	1	1562	0.65	10
48	COCCNC(=O)/C(C#N)=C\c1ccc(CNS(=O)(=O)c2ccccc2)o1	-2	-3	-4	8	12	104	1	1	1646	0.21	1
49	COC(=O)Cc1cc(=O)[nH]c(/N=C(\N)Nc2ccc(C)cc2)n1	-11	11	2	0	9	92	1	1.1	1706	x	1
50	O=C(NNc1ccccn1)C(c1ccccc1)c1ccccc1	-28	17	0	2	1	94	1	1.3	1543	-0.57	-2
51	Cc1sc2ncnc(SCC(=O)N3CCCC3=O)c2c1C	3	8	-4	-5	-5	98	1	1	1465	0.48	-1
52	O=C(OC1CCOC1=O)c1cncc(Br)c1 (centres undefined)	5	8	-1	7	4	94	1	0.9	1433	-0.28	-2
53	Cc1ccc(S(=O)(=O)N2CCOCC2)cc1NC(=O)COC(=O)CCC(=O)c1cccs1	-4	-9	6	13	6	108	1	1	1381	x	5
54	COc1ccccc1NC(=S)N(Cc1ccco1)Cc1cc2cc(C)cc(C)c2[nH]c1=O	6	-1	3	0	0	100	1	0.9	1445	x	1
55	COc1ccc(C(=O)NNC(=O)Cc2ccc(Cl)cc2)cc1	-10	0	-4	3	-5	104	1.1	1.1	1355	0.15	-2
56	Oc1c(Cl)cc(Cl)cc1/C=C/c1ccc2cccc(O)c2n1	-8	-12	-2	3	9	114	0.7	1.1	1573	-0.51	6
